F-actin modifier = modifiers of cytoskeleton assembly; HUVEC TNFa F-actin phalloidin imaging, high content; inhibition, % at 2 µM; 0.18% of 91,000 active; AID 836;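 active = inhibition above the batch mean plus 3 SD and confirmed as a hit by visual image inspection, cut at about 30% in these data, passing the limit was not always enough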; note: strong numbers were not always called active
HUVEC inhibit = inhibitors of human endothelial cell proliferation; viability, % at 10 µM (by protocol); 1.1% of 86,000 active; AID 648; HUVEC proliferation, CellTiter-Glo luminescence, 72 h; active compounds read low;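 active = viability at or below 30%; inactive = viability above 30%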;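 note: 100% = median luminescence of DMSO-only cell control wells on each plate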
Smad3 FoxH1 inh = blocks human Smad3 binding to FoxH1 peptide. TR-FRET Smad3/Dy647-FoxH1 peptide binding, europium anti-His. inhibition, % at 25 µM. 0.29% of 88,000 active;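 active = compounds that reduce the energy-transfer binding signal between the protein and its labelled peptide by more than half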;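 note: 0% = Smad3 plus labelled peptide maximal FRET and 100% = peptide-only background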
Target sequence (P84022 whole entry, looked up): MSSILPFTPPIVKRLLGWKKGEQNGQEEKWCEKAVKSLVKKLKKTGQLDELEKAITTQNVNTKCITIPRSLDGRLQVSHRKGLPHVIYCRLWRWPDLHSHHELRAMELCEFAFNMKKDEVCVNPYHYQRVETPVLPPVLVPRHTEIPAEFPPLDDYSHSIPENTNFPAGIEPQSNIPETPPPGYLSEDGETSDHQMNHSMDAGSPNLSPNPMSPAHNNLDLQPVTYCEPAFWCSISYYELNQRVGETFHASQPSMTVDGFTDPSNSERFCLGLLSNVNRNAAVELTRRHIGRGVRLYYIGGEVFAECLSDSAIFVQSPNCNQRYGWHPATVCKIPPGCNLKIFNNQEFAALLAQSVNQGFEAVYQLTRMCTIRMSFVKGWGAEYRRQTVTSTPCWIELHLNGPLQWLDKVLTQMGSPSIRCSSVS
VCAM1 TNFa inh = reduces TNF alpha induced VCAM1 expression in HUVEC; inhibition, % at 2 µM; 0.48% of 95,000 active; HUVEC TNFa-induced VCAM-1 immunofluorescence, high-content imaging; AID 802;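 active = inhibition above the batch mean plus 3 SD, with images confirmed as a hit by eye, cut at about 37% in these data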;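 note: 0% = TNF-stimulated DMSO wells and 100% = unstimulated control wells; not every result past the cut was called active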
PTK2B oligo ant = blocks oligomerization of human Pyk2 in cells | AID 1347419 | z-score (the deposit names both 25 µM and 10 µM) | Q293 cells, Pyk2 FERM NanoBiT luminescence; active compounds read low | Q14289 | 0.83% of 99,000 active;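 active = Z-score of -3 or lower, scaled per plate to the spread of control and sample wells; inactive = z-score above -3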;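 note: negative z-score means lost luminescence so less FERM oligomerization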
H69AR growth 86K = growth inhibitors of human H69AR lung tumor cells. H69AR lung tumor viability, ATP luminescence, 72 h; active compounds read low. viability, % at 10 µM. 6% of 85,000 active. AID 598;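 active = viability at or below 40%; inactive = viability above 40%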;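 note: multidrug resistant small cell line overexpressing MRP-1 efflux transporter; 100% = mean luminescence of untreated control wells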
HUVEC tox TNFa = HUVEC cytotoxicity counter-screen, TNF alpha stimulated | HUVEC TNFalpha-stimulated, Hoechst cell count, imaging | cell count reduction, % at 2 µM | 0.17% of 93,000 active | AID 848;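 active = cell count reduction exceeding the screen mean by over 5 SD, scaled to untreated wells per plate, cut at about 78% in these data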;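 note: cells counted after 24 h of TNF alpha exposure following the 1 h pretreatment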
IL1B cytotox = HUVEC cytotoxicity counter-screen, IL-1B stimulated; HUVEC cell count loss, Hoechst imaging; cell count reduction, % at 2 µM; 0.41% of 94,000 active;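 active = cell count reduction more than 3 SD above the screen-wide mean, cut at about 70% in these data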;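 note: normalized per plate to untreated control cells as the no-loss baseline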
Fibroblast inh = blocks proliferation of human lung fibroblasts; AID 719; LL 47 human lung fibroblast viability, ATP luminescence; active compounds read low; 1.1% of 85,000 active; viability, % at 10 µM;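 active = viability at or below 50% in the single dose screen; inactive = viability above 50%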;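 note: compound exposure lasted 72 h before the ATP readout; 100% = median luminescence of untreated cell-only wells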
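Test system: LL 47 human lung fibroblasts; Quantity: 1,150 cells/well; Buffer or medium: IMEM plus 15% FBS; Dosing: tenfold compound dosing solution, DMSO at 0.1%; Timing: overnight cell rest, 72 h compound treatment at 37 °C; Detection: ATP-based CellTiter-Glo luminescent readout; Read-out basis: viability percentage against median untreated-cell control; Controls: cell-only wells, no compound.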
The depositor's hits bear a star; x = not tested or not shown; [ ] = dose if it differs, or a comment.

1) COc1ccc(-c2nc(Cn3c(SCc4ccc(F)cc4)nc4ccncc43)c(C)o2)cc1OC
2) O=C(COc1ccccc1)N1CCN(S(=O)(=O)Cc2ccccc2)CC1
3) Cc1ccc(CN2C(=O)c3ccccc3C2C(=O)NCc2cccnc2)cc1 (stereo not drawn)
4) COc1ccc(C2=NOC(CN3C(=O)c4ccccc4S3(=O)=O)C2)cc1 (stereo not drawn)
5) O=C(O)COc1nsnc1N1CCOCC1
6) CC1(c2ccncc2)Nc2ccccc2-c2nc3ccccc3n21 (stereo not drawn)
7) O=C1CC(C(=O)NC2CCCCC2)C(c2ccccc2)O1 (stereo not drawn)
8) CCOC(=O)C1CCN(C(=O)c2c(-c3c(F)cccc3Cl)noc2C)CC1

assay / compound	1	2	3	4	5	6	7	8
F-actin modifier	5	-7	-17	0	0	-2	-5	-4
HUVEC inhibit	83	106	95	106	100	88	97	98
Smad3 FoxH1 inh	1	0	-14	-6	-1	1	6	4[fluorescence artefact?]
VCAM1 TNFa inh	3	23	-7	-1	0	-28	16	-8
PTK2B oligo ant	x	2.3	x	-0.25	-0.12	-0.88	-0.47	-0.39
H69AR growth 86K	50	99	97	85	99	83	92	87
HUVEC tox TNFa	-42	-7	20	-22	38	-6	-13	-21
IL1B cytotox	-9	-12	-1	-37	16	-3	-2	-16
Fibroblast inh	92	106	101	114	102	103	103	96

9) Cc1ccc(-c2nn(CC(=O)NCC3CCCO3)c(=O)c3ccccc23)cc1 (stereo not drawn)
10) CCC(=O)NS(=O)(=O)c1cccnc1Nc1ccc(Cl)cc1
11) O=S(=O)(NCc1ccc2c(c1)OCO2)c1cnc[nH]1
12) O=C(c1cnccn1)N(c1ccccc1)C1(C(=O)NC2CCCCC2)CCCCC1
13) Cc1ccc(C(=C2C3C=CC2C2C(=O)NC(=O)C32)c2ccc(C)cc2)cc1 (stereo not drawn)
14) COCCCn1c(SCc2nnc(-c3ccc(OC)c(OC)c3)o2)nc2ccccc2c1=O
15) Cc1ccc(/C=c2\sc3n(c2=O)CN(c2cccc(Br)c2)CN=3)o1
16) O=C(NCCc1ccccc1)C1CCN(S(=O)(=O)c2cccc3nonc23)CC1

assay / compound	9	10	11	12	13	14	15	16
F-actin modifier	-3	0	1	-8	-4	3	-8	-2
HUVEC inhibit	94	x	105	96	97	86	79	98
Smad3 FoxH1 inh	21	x	10[fluorescence artefact?]	7	-4	6	-5	7
VCAM1 TNFa inh	-17	-21	2	-12	-14	4	-6	11
PTK2B oligo ant	-0.39	-0.15	x	-0.86	-2	-0.76	-0.57	0.89
H69AR growth 86K	82	x	92	97	83	70	63	92
HUVEC tox TNFa	0	-20	-4	-11	6	-22	-15	-7
IL1B cytotox	-5	8	0	8	1	-39	-5	6
Fibroblast inh	101	x	98	94	97	97	105	99

17) O=c1[nH]c2ccc(Br)cc2c(-c2ccccc2)c1CN1CCOCC1
18) CCOC(=O)C(=CNc1cc(C)nn1-c1ccc(Cl)cc1)C(=O)OCC
19) Cc1cc2n(n1)C(c1cn(-c3ccccc3)nc1C)Nc1c(C)cccc1-2 (stereo not drawn)
20) Brc1ccc(-c2nnc3sc(CNCc4ccc5c(c4)OCO5)cn23)cc1
21) CCc1cc(=O)oc2cc(C)c(CN3CCCC(C)C3)c(O)c12 (stereo not drawn)
22) CCN(CC)S(=O)(=O)c1ccc(-c2nnc(SCc3nnc(-c4ccccc4)o3)o2)cc1
23) CC(C)CC(c1nnnn1Cc1ccccc1)N1CCN(C(=O)c2ccco2)CC1 (stereo not drawn)
24) COc1cc2nc(SCC(=O)NC3CC3)n(CCC3=CCCCC3)c(=O)c2cc1OC

assay / compound	17	18	19	20	21	22	23	24
F-actin modifier	3	x	-1	x	-14	-5	-2	-8
HUVEC inhibit	83	83	104	79	98	53	97	25*
Smad3 FoxH1 inh	3	2	-7	-1	6	-1	-14	-1
VCAM1 TNFa inh	1	-2	4	x	12	9	-1	8
PTK2B oligo ant	x	-1.5	0.72	x	-0.25	0.59	-1.4	x
H69AR growth 86K	55	74	97	93	80	20*	93	34*
HUVEC tox TNFa	-4	-55	13	x	-1	-7	-1	8
IL1B cytotox	6	-14	17	x	-37	-13	8	-23
Fibroblast inh	76	98	96	92	100	69	96	76

25) O=c1cc(-c2ccccc2)[nH][nH]1
26) Cc1cc(N2C(=O)C3C4C=CC(C4)C3C2=O)no1 (stereo not drawn)
27) COc1ccc(C)cc1NC(=O)c1ccc(NC(=O)CC2SC(N3CCCC3)=NC2=O)cc1 (stereo not drawn)
28) Cn1c(=O)c2c(nc(Br)n2Cc2c(F)cccc2Cl)n(C)c1=O
29) NC(=O)C1CCN(Cc2nnnn2Cc2ccco2)CC1
30) N#CC(=C1SC=CS1)c1nc(-c2ccccc2)cs1
31) CCOc1ccccc1C1CC(=O)NC(SCC)=C1C#N (stereo not drawn)
32) CC(C)[C@H](NC(=O)NCCc1ccc(F)cc1)C(=O)O

assay / compound	25	26	27	28	29	30	31	32
F-actin modifier	x	4	9	x	x	-4	3	6
HUVEC inhibit	89	110	67	100	102	78	96	103
Smad3 FoxH1 inh	0	-2	11	8[fluorescence artefact?]	3[fluorescence artefact?]	-1	-6	16
VCAM1 TNFa inh	x	5	6	x	x	8	-3	1
PTK2B oligo ant	0.73	-0.9	-0.57	x	0.21	-0.94	-1.1	2.2
H69AR growth 86K	82	75	78	80	97	91	91	92
HUVEC tox TNFa	x	-6	8	x	x	-8	-12	-8
IL1B cytotox	-1	-39	11	x	x	-47	-29	5
Fibroblast inh	94	98	96	102	101	80	97	96

Compounds 1–15 from above:
1) COc1ccc(-c2nc(Cn3c(SCc4ccc(F)cc4)nc4ccncc43)c(C)o2)cc1OC
2) O=C(COc1ccccc1)N1CCN(S(=O)(=O)Cc2ccccc2)CC1
3) Cc1ccc(CN2C(=O)c3ccccc3C2C(=O)NCc2cccnc2)cc1 (stereo not drawn)
4) COc1ccc(C2=NOC(CN3C(=O)c4ccccc4S3(=O)=O)C2)cc1 (stereo not drawn)
5) O=C(O)COc1nsnc1N1CCOCC1
6) CC1(c2ccncc2)Nc2ccccc2-c2nc3ccccc3n21 (stereo not drawn)
7) O=C1CC(C(=O)NC2CCCCC2)C(c2ccccc2)O1 (stereo not drawn)
8) CCOC(=O)C1CCN(C(=O)c2c(-c3c(F)cccc3Cl)noc2C)CC1
9) Cc1ccc(-c2nn(CC(=O)NCC3CCCO3)c(=O)c3ccccc23)cc1 (stereo not drawn)
10) CCC(=O)NS(=O)(=O)c1cccnc1Nc1ccc(Cl)cc1

assay / compound	1	2	3	4	5	6	7	8	9	10
F-actin modifier	5	-7	-17	0	0	-2	-5	-4	-3	0
HUVEC inhibit	83	106	95	106	100	88	97	98	94	x
Smad3 FoxH1 inh	1	0	-14	-6	-1	1	6	4[fluorescence artefact?]	21	x
VCAM1 TNFa inh	3	23	-7	-1	0	-28	16	-8	-17	-21
PTK2B oligo ant	x	2.3	x	-0.25	-0.12	-0.88	-0.47	-0.39	-0.39	-0.15
H69AR growth 86K	50	99	97	85	99	83	92	87	82	x
HUVEC tox TNFa	-42	-7	20	-22	38	-6	-13	-21	0	-20
IL1B cytotox	-9	-12	-1	-37	16	-3	-2	-16	-5	8
Fibroblast inh	92	106	101	114	102	103	103	96	101	x

11) O=S(=O)(NCc1ccc2c(c1)OCO2)c1cnc[nH]1
12) O=C(c1cnccn1)N(c1ccccc1)C1(C(=O)NC2CCCCC2)CCCCC1
13) Cc1ccc(C(=C2C3C=CC2C2C(=O)NC(=O)C32)c2ccc(C)cc2)cc1 (stereo not drawn)
14) COCCCn1c(SCc2nnc(-c3ccc(OC)c(OC)c3)o2)nc2ccccc2c1=O
15) Cc1ccc(/C=c2\sc3n(c2=O)CN(c2cccc(Br)c2)CN=3)o1

assay / compound	11	12	13	14	15
F-actin modifier	1	-8	-4	3	-8
HUVEC inhibit	105	96	97	86	79
Smad3 FoxH1 inh	10[fluorescence artefact?]	7	-4	6	-5
VCAM1 TNFa inh	2	-12	-14	4	-6
PTK2B oligo ant	x	-0.86	-2	-0.76	-0.57
H69AR growth 86K	92	97	83	70	63
HUVEC tox TNFa	-4	-11	6	-22	-15
IL1B cytotox	0	8	1	-39	-5
Fibroblast inh	98	94	97	97	105

(further entries)
33) CCOc1ccc(NC(=O)C2CC(=O)N(C(C)C)C2)cc1 (stereo not drawn)
34) COC(=O)c1ccc(Oc2c(C)oc3cc(OCc4cnn(-c5ccccc5)c4)ccc3c2=O)cc1
35) O=C1CC(C(=O)Nc2ccccc2)C2(CCCC2)O1 (stereo not drawn)
36) CCC1(C)Cc2c(C#N)c(N)sc(=S)c2CO1 (stereo not drawn)
37) CCN=C1SC(C(=O)Nc2cccc(C)c2)CC(=O)N1CC (stereo not drawn)
38) COc1ccc(S(=O)(=O)N(CCN2CCOCC2)Cc2cc(OC)ccc2OC)cc1
39) O=C(Nc1c(F)cccc1F)c1cnc(N2CCN(c3ccccn3)CC2)c2ccccc12
40) COc1cc(/C=N\NC(=O)CNC(=O)c2cccc([N+](=O)[O-])c2)ccc1O

assay / compound	33	34	35	36	37	38	39	40
F-actin modifier	-3	-24	-11	5	7	3	6	-7
HUVEC inhibit	99	x	x	86	93	100	61	x
Smad3 FoxH1 inh	-8	x	x	-15	-13	10[fluorescence artefact?]	24	x
VCAM1 TNFa inh	16	-2	16	22	11	22	5	9
PTK2B oligo ant	0.31	-0.3	0.71	-0.71	0.12	0.47	-3.6*	-0.33
H69AR growth 86K	95	x	x	77	92	75	50	x
HUVEC tox TNFa	4	0	-2	-18	-31	-16	-5	0
IL1B cytotox	-2	6	4	-33	-47	-12	-6	10
Fibroblast inh	98	x	x	92	102	100	92	x

By substructure, the compounds so far containing a COOH group.
5) O=C(O)COc1nsnc1N1CCOCC1
32) CC(C)[C@H](NC(=O)NCCc1ccc(F)cc1)C(=O)O

assay / compound	5	32
F-actin modifier	0	6
HUVEC inhibit	100	103
Smad3 FoxH1 inh	-1	16
VCAM1 TNFa inh	0	1
PTK2B oligo ant	-0.12	2.2
H69AR growth 86K	99	92
HUVEC tox TNFa	38	-8
IL1B cytotox	16	5
Fibroblast inh	102	96

Carrying on.
41) CCOc1ccc(CCNC(=O)C2CCN(c3nn4c(=O)cc(C)nc4s3)CC2)cc1
42) Oc1c(C=Nc2cccc3nsnc23)ccc2ccccc12
43) CCOC(=O)CSC1=C(C#N)C(c2ccccc2OCC)C(C#N)C(=O)N1 (stereo not drawn)
44) O=C(N/C=N/OCc1ccc(Cl)cc1Cl)NOCc1c(Cl)cccc1Cl
45) Cc1nn(C)cc1/C=C1\CCC/C(=C\c2cn(C)nc2C)C1=O
46) COc1ccc2c(-c3ccccc3)cc3nnnn3c2c1
47) O=C(C1Cc2ccccc2CN1S(=O)(=O)c1ccc(F)cc1)N1CCCCCC1 (stereo not drawn)
48) O=C(N1CCN(CCO)CC1)N1c2ccccc2C=Cc2ccccc21

assay / compound	41	42	43	44	45	46	47	48
F-actin modifier	x	x	-22	1	20	12	21	12
HUVEC inhibit	103	85	70	33	x	103	108	x
Smad3 FoxH1 inh	10	14	7	-1	x	-1	77*[fluorescence artefact?]	x
VCAM1 TNFa inh	x	9	1	2	1	5	7	-8
PTK2B oligo ant	0.09	x	1.3	-0.82	1.9	-1.3	-0.14	0.41
H69AR growth 86K	82	51	27*	11*	x	93	80	x
HUVEC tox TNFa	x	4	-15	3	-14	-10	-13	23
IL1B cytotox	x	9	-180	11	24	1	-33	15
Fibroblast inh	105	98	93	87	x	78	98	x

Bioassay records (PubChem BioAssay)

The list is partial (hit frequency here may not be typical).
